Scp1 inh: Scp-1 phosphatase inhibitors, primary screen, biochemical, colorimetric, uHTS. Carboxy-terminal domain RNA polymerase II polypeptide A small phosphatase 1 (Homo …. Recombinant Scp1, phosphopeptide, malachite green phosphate absorbance. inhibition, % at 20 µM. 340,000 tested, 0.88% active. AID 493091, 2011;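 active means inhibition above about 50% at 20 µM, limit read from the data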;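 further: plate controls were DMSO wells with enzyme for no effect and wells lacking enzyme for full effect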
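System: truncated SCP-1 phosphatase (76-261aa); medium: Tris acetate buffer pH 5.5 with MgCl2 and Tween-20; incubation: 45 min room-temperature reaction, 5 min colour, 30 min stabiliser; compound: single 20 µM dose, 1% DMSO; reagent: Phosphorylated 17-residue peptide substrate; read-out: % inhibition at 20 µM; technique: colorimetric free-phosphate detection, absorbance 630 nm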
LMPTP block: LMPTP phosphatase inhibitors, primary screen, biochemical, fluorescence intensity, uHTS; recombinant LMPTP-A, OMFP fluorogenic substrate; inhibition, % at 20 µM; 360,000 tested, 0.22% active;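 active means compounds that cut the enzyme signal by at least half of the control window in the single-dose screen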;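 further: plate controls were DMSO wells with enzyme plus substrate for no effect and substrate without enzyme for full effect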
Target sequence (P24666 whole entry, looked up): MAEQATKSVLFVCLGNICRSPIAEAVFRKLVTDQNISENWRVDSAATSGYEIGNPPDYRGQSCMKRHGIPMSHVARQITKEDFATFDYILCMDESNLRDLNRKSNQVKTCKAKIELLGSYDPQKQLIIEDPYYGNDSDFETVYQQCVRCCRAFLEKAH
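Assay system: LMPTP-A enzyme. Input: 0.625 nM LMPTP-A final. Probe or stimulus: 400 µM OMFP. Compound dosing: single 20 µM dose. Schedule: 50 min dark incubation at room temperature. Detection: fluorescence intensity of OMFP turnover product. Read-out: percent inhibition versus substrate-only and uninhibited controls. Benchmarks: no-enzyme low control, uninhibited high control.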
NadD inh: inhibitors of S. aureus NadD, primary screen, biochemical, colorimetric, uHTS; inhibition, % at 20 µM; 360,000 tested, 0.78% active; purified NadD enzyme, colorimetric absorbance read-out; Nicotinate-nucleotide adenylyltransferase NadD (Staphylococcus aureus N315); in the data active means inhibition above about 26%; further: some compounds past the cut are filed as inactive
Rpn11 inh: Rpn11 (PSMD14) deubiquitinase inhibitors, primary screen, biochemical, fluorescence polarization, uHTS. 26S proteasome non-ATPase regulatory subunit 14 (Homo sapiens), O00487. human 26S proteasome, Ub4-pepOG fluorescence polarization; 20S core pre-blocked with epoxomicin. calls only at 20 µM. 360,000 tested, 0.59% active;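 active means inhibition at 20 µM, scaled to each plate's controls, above about 33%, limit read from the data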
SKN-1 block: suppressors of acrylamide-induced Pgst-4::GFP reporter in worms, primary screen, SKN-1 inhibitor project, whole organism, uHTS, GFP/RFP fluorescence ratio, strain VP596; C. elegans VP596 Pgst-4::GFP/RFP ratio, 24 h; inhibition, % at 21.8 µM; 360,000 tested, 0.49% active; AID 624304, 2012;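 active means interference check ratio from 0.5 to 1.5 plus GFP to RFP signal ratio inhibition reaching or exceeding a fixed threshold, cut at about 30% in these data, passing the limit was not always enough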; further: some compounds called inactive have numbers as strong as hits
CendR NRP1 mod: modulators of CendR peptide binding to NRP-1, primary screen, biochemical, fluorescence polarization, uHTS. Neuropilin-1 (Homo sapiens), O14786. FAM-RPARPAR peptide binding to NRP-1. inhibition, % at 25 µM. 360,000 tested, 0.85% active. AID 602438, 2012;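 active means inhibition or corrected inhibition above about 18%, plus a signal ratio from 0.5 to 1.5, limit read from the data, passing the limit was not always enough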; further: strong numbers were not always called active
Target sequence (O14786 whole entry, looked up): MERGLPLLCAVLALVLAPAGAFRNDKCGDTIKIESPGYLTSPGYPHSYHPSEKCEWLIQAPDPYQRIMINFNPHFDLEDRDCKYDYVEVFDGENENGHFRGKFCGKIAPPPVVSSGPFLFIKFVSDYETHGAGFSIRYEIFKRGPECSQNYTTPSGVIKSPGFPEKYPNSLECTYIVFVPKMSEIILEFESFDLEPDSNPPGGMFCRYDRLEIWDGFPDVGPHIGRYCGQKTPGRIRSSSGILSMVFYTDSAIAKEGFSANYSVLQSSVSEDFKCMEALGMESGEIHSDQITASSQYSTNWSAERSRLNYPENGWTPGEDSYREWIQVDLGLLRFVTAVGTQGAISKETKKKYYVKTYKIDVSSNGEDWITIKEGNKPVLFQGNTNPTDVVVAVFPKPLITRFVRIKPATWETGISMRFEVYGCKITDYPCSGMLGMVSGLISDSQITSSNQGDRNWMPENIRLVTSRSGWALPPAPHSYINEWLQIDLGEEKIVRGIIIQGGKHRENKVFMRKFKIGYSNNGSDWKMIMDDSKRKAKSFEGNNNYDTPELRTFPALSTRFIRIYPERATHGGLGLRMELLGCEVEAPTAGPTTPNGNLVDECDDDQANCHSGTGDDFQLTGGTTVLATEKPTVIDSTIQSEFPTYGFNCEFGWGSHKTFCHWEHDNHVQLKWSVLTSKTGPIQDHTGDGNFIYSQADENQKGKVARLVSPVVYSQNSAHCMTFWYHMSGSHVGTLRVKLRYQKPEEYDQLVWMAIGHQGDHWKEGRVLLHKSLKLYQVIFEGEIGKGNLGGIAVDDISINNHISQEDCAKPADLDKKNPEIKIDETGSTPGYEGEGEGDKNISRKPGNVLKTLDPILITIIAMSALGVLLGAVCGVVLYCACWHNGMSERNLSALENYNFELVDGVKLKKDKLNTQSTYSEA
MT1-MMP act inh: blockers of MT1-MMP proenzyme processing, primary screen, HT1080 RFP-PRO-GFP cells, GFP/RFP fluorescence; Matrix metalloproteinase-14 (Homo sapiens), P50281; GFP/RFP ratio fluorescence, overnight; percent of plate control window, DMSO zero; GFP/RFP ratio change, % at 20 µM; 360,000 tested, 0.061% active;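 active means GFP/RFP ratio change of at least 30% with cell ATP level not reduced by more than half and red fluorescence within 50% of control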; further: strong numbers were not always called active
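Assay system: HT1080 cells carrying an RFP-PRO-GFP reporter | Dosing: Single dose of 20 µM compound, 1% DMSO final | Incubation: Cells overnight before dosing, compound overnight, 37 °C, 5% CO2 | Evaluation: GFP/RFP fluorescence ratio | Control set: DMSO and RFP-L50D-GFP cell wells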
DNMT1 block: human DNMT1 methyltransferase inhibitors, primary screen, biochemical, molecular beacon, fluorescence, HinP1I cleavage, uHTS. AID 588458, 2011. inhibition (reported as % activation of signal), % at 10 µM. DNA (cytosine-5)-methyltransferase 1 (Homo sapiens), P26358. 360,000 tested, 0.83% active; in the data active means inhibition above about 50%
STEP block: STEP phosphatase inhibitors, primary screen, biochemical, fluorescence intensity, uHTS. Tyrosine-protein phosphatase non-receptor type 5 (Homo sapiens), P54829. AID 588621, 2011. recombinant STEP, OMFP fluorogenic substrate. inhibition, % at 20 µM. 360,000 tested, 0.25% active;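 active means inhibition at 20 µM, scaled per plate between control wells, above about 37%, limit read from the data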;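 further: 0% = DMSO with enzyme and substrate and 100% = substrate only without enzyme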
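material = STEP tyrosine phosphatase | reagent = fluorogenic phosphatase substrate OMFP at 25 µM final | doses = single compound dose of 20 µM, 1% DMSO final | schedule = 20 min reaction, room temperature, in the dark | measured by = fluorescence, 480/540 nm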
SUMO1 PPI mod: modulators of SUMO1 protein-protein interactions, primary screen, biochemical, uHTS. SUMO1 binding to a labelled peptide, TR-FRET, 1 h. AID 602429, 2012. inhibition, % at 20 µM. 360,000 tested, 0.33% active; in the data active means inhibition above about 37%
* marks the source's active call; other numbers are inactive results; i = inactive; · = not tested or not shown; + = active, no number.

SMILES	Scp1 inh	LMPTP block	NadD inh	Rpn11 inh	SKN-1 block	CendR NRP1 mod	MT1-MMP act inh	DNMT1 block	STEP block	SUMO1 PPI mod
Cc1ccc(OCCN2CCC2(C)C(=O)Nc2ccc3c(c2)OCCO3)cc1 (stereo not drawn)	·	-1.2	-9	i	0	2	2	1	2	-2
NS(=O)(=O)c1ccc(CCNC(=O)COC(=O)CN2C(=O)C3CCCCC3C2=O)cc1 (stereo not drawn)	-3	-2.2	-6	i	4	-4	-1	0	-2	3
CCCCOC(=O)Nc1nnc(CCOCC)s1	0	-1.4	2	+	-3	2	1	0	1	-1
Cc1nnc(NC(=O)CCC2CCCCC2)s1	·	0.3	0	i	3	3	3	2	-1	-3
O=C(c1cccnc1)N1CCN(Cc2cccc(Br)c2)CC1	-4	-1.3	1	i	-4	2	8	3	-3	2
CCCCCCCCCc1nc2sc3c(c2c(=O)n1NC(=O)c1ccccc1[N+](=O)[O-])CC(C)(C)OC3	-5	2.9	18	i	-4	4	-1	-10	2	-8
Cc1ccccc1C(=O)N/N=C/c1ccsc1C	-10	-1.5	-6	i	9	11	-2	3	0	-4
O=[N+]([O-])c1cccc(-c2ccc(SCc3cccnc3)nn2)c1	-12	2.2	-2	i	2	-2	2	0	-1	-31
COCCNc1nc2ccccc2n2cnnc12	-10	-1.8	-7	i	-17	-2	6	-1	0	1
Cc1cc(Br)ccc1NC(=O)CNC(=O)c1cnn(C)c1	-2	-0.9	-3	i	-5	13	0	5	2	0
O=C(C/C=N\OCc1ccc([N+](=O)[O-])cc1)Nc1ccc(Cl)cc1	-8	0.1	-7	i	6	13	-1	2	-3	-7
Cc1nc(-c2ccc(-c3ccon3)s2)no1	-11	-1.1	-5	i	32	3	-2	4	0	-36
CC1=C(C(N)=O)C(c2cccs2)NC(=O)N1 (stereo not drawn)	-1	-1.5	-5	i	6	1	3	1	-1	1
COc1ccc(-n2nc3c(c2NC(=O)c2c(-c4ccccc4Cl)noc2C)CS(=O)(=O)C3)cc1	-8	-0.7	1	i	-6	-4	-2	-1	0	-3
Cc1c(C=O)c2ccccn2c1C(=O)c1ccccc1Cl	-3	0.7	-7	i	2	1	0	-1	0	-4

Reprinted from the part before: 4 compounds; new compounds follow.
SMILES	Scp1 inh	LMPTP block	NadD inh	Rpn11 inh	SKN-1 block	CendR NRP1 mod	MT1-MMP act inh	DNMT1 block	STEP block	SUMO1 PPI mod
Cc1nc(-c2ccc(-c3ccon3)s2)no1	-11	-1.1	-5	i	32	3	-2	4	0	-36
CC1=C(C(N)=O)C(c2cccs2)NC(=O)N1 (stereo not drawn)	-1	-1.5	-5	i	6	1	3	1	-1	1
COc1ccc(-n2nc3c(c2NC(=O)c2c(-c4ccccc4Cl)noc2C)CS(=O)(=O)C3)cc1	-8	-0.7	1	i	-6	-4	-2	-1	0	-3
Cc1c(C=O)c2ccccn2c1C(=O)c1ccccc1Cl	-3	0.7	-7	i	2	1	0	-1	0	-4
COc1ccc(-c2ccc(C(=O)Nc3ccc(C(C)C)cc3)c3occc23)c(C)c1	·	2.7	-6	i	22	6	0	1	2	0
CC(=O)N1CCN(C(=O)c2cc(S(=O)(=O)Nc3ccc(S(C)(=O)=O)cc3)ccc2Cl)CC1	16	3.3	6	i	-13	1	4	8	6	2
CCSc1nc(C)c(C(C)=O)cc1C#N	-5	0.3	0	i	-2	11	2	0	-1	-2
C=CCOC(=O)C1=C(C)NC(SCC(N)=O)=C(C#N)C1c1ccc(C)cc1 (stereo not drawn)	-7	0.9	9	i	-6	-10	-1	-24	0	-4
COC(=O)c1ccc(NCc2c(O)ccc(O)c2Br)cc1Cl	-19	-1.3	-5	i	-4	-10	-20	-33	-2	22
Cc1ccc(-c2csc(C3C(N)=NC(S)=C(C#N)C34CCCCC4)n2)cc1 (stereo not drawn)	-2	-2.1	27	i	-3	-16	4	-10	4	1
COc1ccc(/C(N)=N/OC(=O)c2ccc(C)c([N+](=O)[O-])c2)cc1OC	-4	1.7	-3	i	-2	7	3	3	2	-2
Cc1onc(-c2ccccc2Cl)c1C(=O)N1CCN(c2ncccn2)CC1	-5	-0.2	0	i	-9	13	-3	-1	-2	7
O=C(Oc1cccc(NC(=O)c2ccco2)c1)c1ccc(Br)c(S(=O)(=O)N2CCCCC2)c1	-16	2.6	13	i	16	5	0	-4	2	-2
CC1(C(=O)Nc2cccc3c2CCCC3)CCN1C(=O)c1cccc(F)c1 (stereo not drawn)	·	0.4	1	i	14	2	1	-6	1	5
Cc1ccc(NC(=O)CC(C)CC(=O)NCc2ccccc2)cc1Cl (stereo not drawn)	-5	0.6	-1	i	13	-10	7	-1	0	0
Cc1c(-c2ccc(OCc3ccccc3)cc2)nc2ccccc2c1C(=O)O	-5	-0.3	-2	i	-7	-6	4	3	1	3
COc1ccccc1/C=C/C=N/NC(=O)CCn1cnc2ccccc21	2	0.0	-11	i	13	-8	0	3	0	-22
CC(=O)Nc1ccc(CN(C)CC2CCCN(CCc3cccc(C(F)(F)F)c3)C2)cc1 (stereo not drawn)	2	-3.2	-5	i	-12	1	5	3	-2	5
C/C(=N\O)C(C)/[N+]([O-])=C/c1nc(C)c(C)n1O (stereo not drawn)	3	-0.2	-12	i	-17	11	3	2	0	0
CCOC(=O)[C@]12CCCC=C1N(CCc1ccc(OC)c(OC)c1)C(=O)[C@H](CC(=O)NCCCCc1ccccc1)C2	·	2.6	·	·	-19	-11	-4	·	·	3
CCCCNC(=O)c1nc(-c2cc3ccccc3[nH]2)oc1-c1ccccc1	·	-1.7	·	·	10	-4	-2	·	·	-10
COC(=O)C[C@H]1c2ccccc2S(=O)(=O)N1C(C)C	-8	-0.2	1	i	-9	22	9	8	-1	3
CCC(=O)N(Cc1cc2c(C)ccc(C)c2[nH]c1=O)C1CCCCC1	-3	-1.2	-3	i	-11	1	-2	2	-4	-2
CCC(=O)Nc1ccccc1C(=O)OCC(=O)c1ccccc1	-32	-0.3	-6	i	-2	1	5	0	-3	2
CC(=O)CSc1nnc(CN2C(=O)CSc3ccc(C(F)(F)F)cc32)n1C	5	-0.7	3	i	1	-2	-1	3	0	0
CN(CC(=O)Nc1ccc2c(c1)OCCO2)CC(=O)Nc1ccc(F)c(F)c1F	0	-2.7	1	i	12	-21	2	-4	-3	2
CC(C)(C)c1ccccc1NC(=O)COC(=O)CN1C(=O)NC2(CCCC2)C1=O	7	-0.6	2	i	15	4	4	0	-2	1
CN(C)c1ccc2nc3ccc(=O)cc-3sc2c1	·	34	11	i	86	-9	6	22	5	3
O=C(N/N=C/c1cccc([N+](=O)[O-])c1)c1cc[n+](CCO)cc1	-8	0.0	-4	i	9	5	0	-3	0	-48
FC(F)(F)c1cccc(-n2c(Cn3nnc4ccccc43)n[nH]c2=S)c1	-3	-1.4	-1	i	-4	3	-1	6	1	-4
CCc1ccc(CCC(=O)Nc2ccc(C(=O)O)cc2)o1	6	-1.9	-2	i	16	-21	-2	5	2	3
Cc1ccc(C)c(-n2c(Cc3cc(=O)[nH]c(=O)[nH]3)nnc2SC(C)C)c1	-9	-2.7	-2	i	-3	2	-4	0	-3	0
COC(CNC(=O)C(=O)NCC1CCCN1S(=O)(=O)c1cccs1)OC (stereo not drawn)	7	0.7	-4	i	-12	-5	1	1	-1	2
CCOC(=O)COc1c(C(=O)OC)sc2ncccc12	-1	-1.2	-2	i	-15	10	-1	7	2	0
O=C(CSc1nnc(-c2ccccc2)c2ccccc12)NCCN1C(=O)CSC1=O	0	1.1	3	i	-14	7	-1	-3	0	-2
S=c1nc(C23CC4CC(CC(C4)C2)C3)[nH][nH]1	-7	-2.3	-2	i	-3	7	3	3	-1	2
O=C1CN(C(=O)C2CC2)c2ccccc2N1	-9	0.8	3	i	9	6	-1	5	1	-1
O=C1C=C(C#Cc2ccccc2)C[C@@H](c2ccc(F)cc2)C1	·	3.0	6	i	11	-7	-5	24	6	-19
O=c1[nH]c2cc(Cl)ccc2n1-c1ccccc1	-13	1.6	-4	i	19	8	5	1	-7	40*
COc1ccc(C(=O)NCc2ccc3c(c2)OCO3)cc1S(=O)(=O)NCc1ccc(Cl)cc1	-6	0.7	0	i	13	4	2	-6	-6	1
O=[N+]([O-])c1ccccc1S(=O)(=O)N1CCc2ccccc2C1	-1	-0.3	-5	i	4	6	-3	-6	2	-4
N=C1c2ccccc2-c2ccccc21	-2	-1.1	-2	i	14	-7	3	8	0	-28
CCN(CC)CCCN(C(=O)c1ccc(OC)cc1)c1nc(-c2ccc(OC)cc2)cs1	3	-1.5	-5	i	6	5	-5	3	0	1
CCOc1ccc(Br)cc1S(=O)(=O)NCC(c1ccc(OC)cc1)N1CCOCC1 (stereo not drawn)	0	-1.8	-4	i	2	-10	-2	-1	1	2
O=C(N/N=C/c1cc(Br)ccc1O)c1ccccc1Cl	-30	1.9	2	i	5	-3	-5	-4	-2	3
CCOc1ccccc1-c1nc2c(s1)CCc1onc(-c3ccc(OC)cc3)c1-2	81*	2.8	-3	i	-9	-4	0	-1	0	9
CCN(C(=O)COC(=O)CC(C)c1ccccc1)c1c(N)n(Cc2ccccc2)c(=O)[nH]c1=O (stereo not drawn)	-5	-2.8	1	i	2	0	1	14	2	3
CCOC(=O)c1c(-c2ccccc2)n(C)c2ccc(O)cc12	-6	1.5	-4	i	5	-1	1	-4	0	-1
CCN(CC(=O)Nc1c(F)cccc1F)C(=O)/C=C/c1ccc2ccccc2n1	86*	71*	18	·	0	-6	-4	102*	42*	77*
